# CHT block: inhibits the human high affinity choline transporter; Q9GZV3; CHT-expressing cells, membrane potential dye, choline response; hits give low values; B-score at 10 µM; 310,000 compounds, 0.86% hits;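 active means B-score over 3 SD under the library average, and starting fluorescence ratio not unusually high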;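 further: choline stimulus applied at its EC90 after an EC20 pre-addition; B-score computed on integrated fluorescence ratio after choline addition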
# KCNQ2 block: KCNQ2 channel blockers in CHO-K1 cells – cell-based, FluxOR thallium flux, B-score, primary screen (AID 2156) | 20 min; hits give low values | 310,000 compounds, 1.1% hits | B-score at 10 µM;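 active means fluorescence ratio B-score at most minus 3 library SDs, with starting brightness B-score within 2 library SDs, cut at about -5.5 in these data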
# Target sequence (O88943 whole entry, looked up): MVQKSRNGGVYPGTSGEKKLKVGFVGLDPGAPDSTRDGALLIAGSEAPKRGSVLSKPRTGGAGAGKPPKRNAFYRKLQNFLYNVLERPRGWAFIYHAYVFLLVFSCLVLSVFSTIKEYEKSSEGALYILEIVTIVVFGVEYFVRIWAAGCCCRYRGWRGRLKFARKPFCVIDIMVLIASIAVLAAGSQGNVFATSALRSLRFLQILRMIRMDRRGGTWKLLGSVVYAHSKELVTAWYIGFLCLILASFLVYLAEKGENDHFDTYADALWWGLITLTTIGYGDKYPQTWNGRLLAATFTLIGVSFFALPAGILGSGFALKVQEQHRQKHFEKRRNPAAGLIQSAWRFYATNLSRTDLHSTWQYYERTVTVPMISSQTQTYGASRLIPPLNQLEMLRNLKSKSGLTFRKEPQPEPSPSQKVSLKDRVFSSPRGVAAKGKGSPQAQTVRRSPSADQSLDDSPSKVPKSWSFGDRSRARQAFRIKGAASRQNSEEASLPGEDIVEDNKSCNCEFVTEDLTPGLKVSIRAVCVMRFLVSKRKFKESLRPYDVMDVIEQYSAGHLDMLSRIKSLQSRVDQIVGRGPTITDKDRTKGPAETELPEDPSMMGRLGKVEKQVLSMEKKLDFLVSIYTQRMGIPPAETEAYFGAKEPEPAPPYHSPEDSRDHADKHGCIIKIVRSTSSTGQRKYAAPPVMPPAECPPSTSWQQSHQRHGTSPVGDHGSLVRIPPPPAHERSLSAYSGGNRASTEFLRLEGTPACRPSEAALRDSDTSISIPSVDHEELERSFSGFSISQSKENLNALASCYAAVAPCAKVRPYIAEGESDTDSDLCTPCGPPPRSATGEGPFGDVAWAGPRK
# * hit, by the source's call; i = inactive; nt = no result given.
SMILES,CHT block,KCNQ2 block
Cc1cc(NC(=O)c2cccc3ccccc23)cc(C)c1OCC(=O)N1CCOCC1,i,i
COC(=O)[C@@]1(Cc2ccc(F)cc2)[C@H]2c3cc(C(=O)N(C)C)n(CCc4ccccn4)c3C[C@H]2CN1C(=O)c1ccccc1,i,i
O=C(Nc1ccc(C(=O)NN2C(=O)c3ccccc3C2=O)cc1)c1ccccc1,i,i
Cc1cc(C)c(C#N)c(SCc2cn3ccccc3n2)n1,i,i
COC(=O)c1sc(NC(=O)c2ccncc2)nc1C,i,i
Cn1c(SCC(=O)Nc2cccc3ccccc23)nc(O)cc1=O,i,i
CC1Cc2ccccc2N1CC(=O)Nc1ccc2c(c1)OC(F)(F)O2 (configuration not stated),i,i
CNc1nc(NN)nc(Nc2ccccc2)n1,i,i
CNC(=O)C(=O)NCCC1CCCCN1S(=O)(=O)c1cccs1 (configuration not stated),i,i
COc1ccc(-c2nnc(COc3ccc(Br)cc3C)o2)cc1,i,i
O=C(NCCCn1ccnc1)c1noc2c1CCCC2,i,i
COCc1nnc(NS(=O)(=O)c2ccc([N+](=O)[O-])cc2)s1,i,i
COCCNC(=O)C1CC(c2ccccc2C(F)(F)F)=NO1 (configuration not stated),i,i
O=C(c1cnn2c1NC(c1ccco1)CC2C(F)(F)F)N1CCN(c2cccc(Cl)c2)CC1 (configuration not stated),i,i
CCOc1ccccc1Nc1nc(-c2sc(C)nc2C)cs1,i,i
CC1CN(C(=O)COC(=O)c2cc(S(N)(=O)=O)c(Cl)cc2Cl)CC(C)O1 (configuration not stated),i,i
CN(C)c1ccc(/C=C2\SC(=O)N(CC(O)Cn3c4ccccc4c4ccccc43)C2=O)cc1 (configuration not stated),i,i
CCN(CC)S(=O)(=O)c1ccc2c(c1)N(CC(=O)N(CCc1ccncc1)C(C)C)C(=O)CO2,i,i
CN(C)/C=C(\C(=O)c1ccc(F)cc1F)c1nnnn1-c1ccccc1,i,i
COc1ccc(NC(=O)c2cc(-c3cc(C)c(C)cc3O)n[nH]2)c(OC)c1,i,i
Cc1ccc(C(=O)NCC(=O)NC2CCCCCC2)cc1,i,i
Cc1ccc(OCC(=O)NC2CCCC2)c(C)c1,i,i
COCCn1c(C)cc(C(=O)COc2ccc(C)nc2[N+](=O)[O-])c1C,i,i
CCc1ccc(NC(=O)C/C(C)=N/NC(=O)COc2ccc(C)cc2Br)cc1,i,i
CCC(=O)Nc1c(C(=O)Nc2ccc3c(c2)OCCO3)oc2ccccc12,i,i
CCCc1ccc2oc(C(=O)N3CCC(COC)C3)c(C)c2c1 (configuration not stated),i,i
COc1ccccc1N(CC(=O)Nc1ccccc1C(=O)N1CCOCC1)S(C)(=O)=O,i,i
O=C(Nc1ccccc1C(=O)O)c1cccc(N2C(=O)c3ccccc3C2=O)c1,i,i
Cc1nccn1CCCN1C(=O)OC2(CCCCC2)C1(C)O (configuration not stated),i,i
CCOc1ccc(CCNC(=O)COC(=O)/C=C/c2ccco2)cc1OCC,i,i
NS(=O)(=O)c1ccc(CCNC(=O)c2ccc(-c3ccccc3)cc2)cc1,i,i
O=C(NCCN1CCOCC1)c1ccc(-c2ccccc2)cc1,i,i
CCN(C(=O)Cn1c(=O)n2nc(CCn3nc(C)cc3C)nc2c2ccccc21)c1cccc(C)c1,i,nt
CCCCn1c(N)c(N(CCOC)C(=O)CN(C)S(=O)(=O)c2ccc(C)cc2)c(=O)[nH]c1=O,i,i
CCOC(=O)Nc1ccc(S(=O)(=O)Nc2onc(C)c2C)cc1,i,i
Cc1nonc1C1CCCN1C(=O)c1cc(COc2cccc(C(F)(F)F)c2)on1 (configuration not stated),i,i
CC(C)(C)c1ccc(OCCC(=O)OCC(=O)NCc2ccccc2)cc1,i,i
CN(C)c1ccc(NC(=O)c2cn(-c3ccccc3)nc2-c2cccs2)cc1,i,i
COc1cc(C(C#N)N2N=C(c3ccccc3)CC2c2ccccc2)ccc1O (configuration not stated),i,i
CCOc1cc(/C=N/NC(=O)Cn2nc([N+](=O)[O-])cc2C)ccc1OCc1ccc(F)cc1,i,i
COc1ccc(N2CCN(C(=O)CN(c3ccc(OC)cc3)S(=O)(=O)c3ccccc3)CC2)cc1,i,i
COC(=O)Cc1[nH]nc2c1C(c1ccc(O)c(OC)c1)C(C#N)=C(N)O2 (configuration not stated),i,i
CCOc1ccc(OCc2cccc(C(=O)N3CCCCCC3)c2)cc1,i,i
Cc1noc(C)c1C(=O)OCC(=O)Nc1ccc(C(N)=O)cc1,i,i
CNCCCCOc1ccccc1Cc1ccccc1,i,i
CCc1nnc(NS(=O)(=O)c2ccc(NCc3ccccc3O)cc2)s1,i,i
COc1ccc(NS(=O)(=O)c2ccc3oc(SCc4ccc(F)cc4)nc3c2)cc1,i,i
Cc1ccc(N(CC(=O)Nc2ccc(Br)c(C)c2)S(=O)(=O)c2c(C)[nH]c(=O)[nH]c2=O)cc1,i,i
CCNC(=O)CC1C(=O)N(c2ccc(F)cc2)C(=O)N1Cc1ccccn1 (configuration not stated),i,i
O=C(CN1CCN(C/C=C/c2ccccc2)CC1)NC(=O)NC1CCCCC1,i,i
O=C(CCC(=O)NNC(=O)COc1ccc(Br)cc1Br)NCc1ccccc1,i,i
CC(C)Oc1cc(NC(=O)CSCC(=O)Nc2cccc(C(F)(F)F)c2)c(Cl)cc1Cl,i,i
N#Cc1ccc(COC(=O)CC(NC(N)=O)c2ccc(Cl)cc2)cc1 (configuration not stated),i,i
O=C(Nc1cccc(Cl)c1)NC1CCCCC1,i,i
O=[N+]([O-])c1ccc(-c2nc3ccc([N+](=O)[O-])cc3[nH]2)cc1,i,i
C=CCNC1=C(Cl)C(=O)N(c2ccccc2Cl)C1=O,i,i
O=C(CSc1nnc(-c2ccccc2F)n1C1CC1)NC(=O)c1cccc([N+](=O)[O-])c1,i,i
CC(=O)N1CCN(S(=O)(=O)c2cccc(C(=O)Nc3ccccc3N3CCOCC3)c2)CC1,i,i
CCOc1ccc(NC(=O)CSc2nnc(Cn3cnc([N+](=O)[O-])n3)n2CC)cc1,i,i
O=C(COC(=O)C1CC2C=CC1C2)NCc1ccco1 (configuration not stated),i,i
# Later entries:
SMILES,CHT block,KCNQ2 block
CN1C(=O)C2(OCC(CO)([N+](=O)[O-])CO2)c2ccccc21 (configuration not stated),i,i
Cc1ccc(/C=N/n2nnnc2N)cc1[N+](=O)[O-],i,i
O=C(CSc1nnc(-c2ccccc2)n1Cc1ccccc1)NC1CC1,i,i
Cc1c(C(=O)OCC(=O)NC(C)c2ccccc2)oc2ccccc12 (configuration not stated),i,i
O=C(CSc1ncn[nH]1)c1ccc(OC(F)F)cc1,i,i
NC(=O)c1sc2nc3c(cc2c1N)CCC3,i,i
O=[N+]([O-])c1ccc(Cl)cc1Sc1nc2ccccc2o1,i,i
Cc1cccc2cc(CN(Cc3cccnc3)C(=O)c3ccccc3F)c(Cl)nc12,i,i
CCOc1ccc(OCC(=O)Nc2c3c(nn2C(C)(C)C)CS(=O)(=O)C3)cc1,i,i
CCOC(=O)C1CCN(C2=NC(=O)/C(=C/c3ccc(OC)c(OC)c3)S2)CC1,i,i
Cc1[nH]n(-c2ccccc2)c(=O)c1N=Nc1ccc(C(=O)O)cc1,i,i
Cc1cc(C)cc(C(=O)N2CCC(CCC(=O)NC3CC3)CC2)c1,i,i
CC(C)(C)NC(=O)CSc1nnc(-c2ccncc2)o1,i,i
NS(=O)(=O)c1ccc(NC(=O)Nc2ccc3c(c2)OCO3)cc1,i,i
CC(CCc1ccccc1)NS(=O)(=O)c1ccccc1F (configuration not stated),i,i
COC(=O)C1=C(N)Oc2cc(C)n(C)c(=O)c2C1c1ccc(Cl)c(Cl)c1 (configuration not stated),i,i
COc1ccc(C)cc1NC(=O)Nc1ccncc1,i,i
COc1ccc(CN=C2Nc3ccccc3CS2)cc1,i,i
CCOc1ccc(C(=O)N2CCN(c3ccccn3)CC2)cc1OCC,i,i
Cc1ccc(Cl)cc1-n1ncc2c(NNC(=O)c3ccco3)ncnc21,i,i
O=C1c2cccnc2C(=O)N1Cc1ccc(F)cc1,i,i
CC(C)CNC(=O)c1ccccc1NC(=O)c1ccc(CN2CCOCC2)cc1,i,i
O=C(CCNC(=O)c1ccc(Br)cc1)Nc1ncccc1O,i,i
COc1ccc(OC)c(CCNC(=O)CCn2ccc3cc(S(=O)(=O)N4CCCC4)ccc32)c1,i,i
O=C1Nc2cc(C(=O)NCCCN3CCOCC3)ccc2S/C1=C/c1ccccc1F,i,i
CC(C(=O)O)N1C(=O)CSC1=S (configuration not stated),i,i
CCOc1ccc(S(=O)(=O)N2CCC(C(N)=O)CC2)c2ccccc12,i,i
CC(C)CCn1c(COc2ccccc2)n[nH]c1=S,i,i
Cc1ccc(S(=O)(=O)NCCC(=O)OCC(=O)Nc2ccccc2Cl)cc1,i,i
O=C(N/N=C/c1cnc2ccccc2n1)c1cccc(F)c1,i,i
C/C(=N\O)C1(C)N(O)C(C)(C)C(c2ccco2)=[N+]1[O-] (configuration not stated),i,i
O=C1C(Cl)=C(N2CCOCC2)C(=O)N1c1cccc(Cl)c1,i,i
Cc1ccc(NC(=O)/C(=C\C=C\c2ccccc2)NC(=O)c2ccccc2)cc1,i,i
COc1ccc(C(O)P(=O)(OCCC(C)C)c2ccc(N(C)C)cc2)cc1OC (configuration not stated),i,i
CCc1ccc(NC(=O)Cn2c(=O)n(CCCC(=O)NCc3ccco3)c(=O)c3ccccc32)cc1,i,i
CCOc1ccc(CC(=O)NCc2cn3c(C)csc3n2)cc1,i,i
CC(Oc1ccc(Cl)cc1)C(=O)Nc1ccc(S(=O)(=O)N2CCOCC2)cc1 (configuration not stated),i,i
Cc1cccc(NC(=O)CNC(=O)c2ccc3c(c2)OCO3)n1,i,i
C/C(N)=C(/C#N)C(=O)COC(=O)c1cc(-c2cccc3ccccc23)nc2ccccc12,i,i
CCOc1cccc(-c2cc(C(=O)N/N=C/c3ccc(OC)c(CN4CCOCC4)c3)c3ccccc3n2)c1,i,i
CCC1(c2ccccc2)NC(=O)N(CC(=O)Nc2cc(S(=O)(=O)N3CCCCC3)ccc2N(C)C)C1=O (configuration not stated),i,i
Cc1csc(NC(=O)CSc2nc3ccccc3s2)n1,i,i
COc1ccccc1NC(=O)CCc1nc2sc3c(c2c(=O)[nH]1)CCCC3,i,i
CCc1ccc(NC(=O)Cn2cnc3c(=O)n(C)c(=O)n(C)c32)cc1,i,i
CCc1nnc(NC(=O)c2cc(-c3ccccc3)nn2-c2ccccc2)s1,i,i
CCOC(=O)COc1c(OC)cc(Cl)cc1C1Nc2ccccc2C(=O)N1c1cccc(C)c1 (configuration not stated),i,-10*
O=C(CSc1nnc(-c2ccncc2)o1)Nc1ccccc1C(F)(F)F,i,i
COc1ccc(-c2noc(CCC(=O)NCc3cccnc3)n2)cc1,i,i
Nc1nccc(/C=C/c2ccc(Cl)cc2)n1,i,i
CC1CN(C(=S)Nc2ccc(Br)cc2)CC(C)O1 (configuration not stated),i,i
CC(C)(C)c1csc(NC(=O)c2c(F)c(F)c(F)c(F)c2F)n1,i,i
COc1ccc(OC)c(CN2CCN(C(=O)CCNC(=O)c3ccc(Br)cc3)CC2)c1,i,i
CCN(CC)c1ncnc2ccc(Br)cc12,i,i
Cc1ccccc1S(=O)(=O)Nc1ncnc2scc(-c3ccccc3)c12,i,i
Cc1ccc(NC(=O)CCNS(=O)(=O)c2ccc(OC(F)(F)F)cc2)c(O)c1,i,i
Cc1ccc(N/C=C(\C#N)c2ccc(OCCCF)cc2)cc1,i,i
COc1ccc(S(=O)(=O)Nc2ccccc2C(=O)N2CCCCC2)cc1C,i,i
